Compound activity from PubChem.
FEN1 inhibitor – qHTS Assay for the Inhibitors of Human Flap endonuclease 1 (FEN1). P39748. Recombinant FEN1 flap cleavage, fluorescence, 15 min. Potency, µM (highest dose often 114 µM), inactives show at the highest dose activity change, negative = inhibition, usual class: inhibitors. 390,000 compounds, 0.35% hits; also: nearly all actives have a fitted effect of over 65% in size
Target sequence (P39748 whole entry, looked up): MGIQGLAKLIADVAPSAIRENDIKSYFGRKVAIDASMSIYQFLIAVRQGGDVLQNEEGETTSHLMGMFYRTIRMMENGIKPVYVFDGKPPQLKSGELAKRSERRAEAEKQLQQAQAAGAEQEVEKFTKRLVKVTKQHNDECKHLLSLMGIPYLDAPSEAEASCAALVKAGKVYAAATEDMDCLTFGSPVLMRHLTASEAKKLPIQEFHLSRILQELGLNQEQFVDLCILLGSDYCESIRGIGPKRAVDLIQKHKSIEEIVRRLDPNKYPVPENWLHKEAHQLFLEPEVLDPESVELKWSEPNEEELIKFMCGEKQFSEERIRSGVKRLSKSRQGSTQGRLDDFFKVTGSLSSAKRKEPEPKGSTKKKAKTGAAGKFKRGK
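Compounds are tested as a concentration series against 10 nM FEN1; after a 15 min room-temperature preincubation, 50 nM substrate starts cleavage, with plate reads at 0 and 15 min. Normalized responses are fitted by a Hill equation.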
N370S GC mod – qHTS Assay for Inhibitors and Activators of N370S glucocerebrosidase as a Potential Chaperone Treatment of Gaucher Disease | 330,000 compounds, 0.092% hits | N370S GC spleen homogenate, 4MU-glucoside fluorescence | AID 2101, 2009 | Potency, µM (top dose mostly 59.4 µM), inactives show at the highest dose activity change, negative = inhibition, most hits filed as inhibitors;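 also: 0% = full enzyme activity and -100% = no enzyme basal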
TDP1 cell CPT – qHTS for Inhibitors of human tyrosyl-DNA phosphodiesterase 1 (TDP1): qHTS in cells in presence of CPT | chicken DT40 Tdp1-/-;hTDP1 cells + 20 nM CPT, ATP luminescence, 48 h | Potency, µM (doses to about 46.2 µM), for inactives: at the top dose activity change, negative = growth inhibition, actives largely listed as inhibitors | AID 686979, 2013 | 420,000 compounds, 12% hits; also: nearly all actives have a fitted effect of over 55% in size
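Chicken DT40 Tdp1-/- cells stably complemented with human TDP1 were seeded at 400 cells/well in medium containing 20 nM camptothecin, exposed to pin-transferred compounds, and grown at 37 °C for at least 48 hr. Viability was read as ATP luminescence.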
* marks the source's active call; other numbers are inactive results; u = inconclusive; x = no result given; & = joins results of further samples; [ ] = another dose, or the depositor's remark. Calls follow the shape of the dose curve; as a rule, active = well fitted curve in the direction sought with a large enough effect; inconclusive = small, poorly fitted or top-dose-only effect, or another doubt; inactive = no such curve, though single readings can be large; an effect the other way counts as inactive or inconclusive. Unless noted, % is scaled to controls: 0 for no effect and ±100 for the full control effect; potency is read from the fitted curve at half-maximal effect. A portion of the library; the hit share may differ from the screen's.

SMILES | FEN1 inhibitor | N370S GC mod | TDP1 cell CPT
COc1ccc(CNC(=O)c2cc(-c3ccc(OC)cc3)nc3n[nH]c(-c4cccc([N+](=O)[O-])c4)c23)cc1 | -2.2% | x | -4.3%
COc1cccc(OCCNC(=O)Nc2cc(F)c(F)cc2Cl)c1 | -0.6% | -0.7% | 12.9%
C[C@@H]1CC=C[C@H]2[C@H]1C(=O)N(Cc1ccccc1)[C@H]2c1ccc2ccccc2c1/C=C/c1ccccc1 | -16.1% | 10.7% | u
CC1=CC(C)C2C(=O)N(CCCN(C)C)C(=O)C2C1 (stereo unspecified) | 13.6% | 3.2% | -2.2%
CC(=O)c1cc2c(cc1N(C(=O)Cn1nnc3ccccc31)C(C(=O)NCCC(C)C)c1cccnc1)OCO2 (stereo unspecified) | -11.1% | 1.0% | -13.2%
c1coc(-c2nnc(-c3ccco3)nn2)c1 | 44.7µM* | -8.5% | 5.8µM*
O=C(CCCCN1CCCCC1)c1ccc2c(c1)Cc1ccccc1-2 | -16.2% | 1.3% | u
N=c1n(CC(=O)c2ccc([N+](=O)[O-])cc2)c2ccccc2n1Cc1ccccc1Cl | 0.7% | -4.1% | 2.91µM*
CN1CCN(C(=O)c2cnn(-c3ccccc3)c2NC(=O)c2ccccc2)CC1 | -22.3% | -0.2% | 4.4%
CCSc1nnc(NC(=O)NC2CCCCC2)s1 | -14.9% | 25.2% | 3.3%
COCCOC(=O)c1c(C)oc2ccc(OC(=O)c3ccco3)cc12 | -15.2% | 7.3% | 9.6%
COc1ccc(-c2cc(C(F)(F)F)c(C#N)c(SCC(=O)Nc3cccc(C)c3)n2)cc1 | 3.6% | x | -5.9%
Cc1ccc(C(OCCN(C)C)c2cccc(C(F)(F)F)c2)cc1 (stereo unspecified) | 4.1% | -15.3% | 23.1µM*
CN(C)c1ccc(NC(=O)c2ccc([N+](=O)[O-])cc2Cl)cc1 | -19.1% | 6.1% | 9.2%
COC(=O)CCCC(=O)N(C)CC1CCCN(CCc2ccccc2C)C1 (stereo unspecified) | -0.3% | x | -17.3%
COc1ccc(CC(=O)Nc2ccc(S(=O)(=O)Nc3nc(C)cc(C)n3)cc2)cc1 | -3.0% | 5.8% | u
N[C@](CC1c2ccccc2Oc2ccccc21)(C(=O)O)[C@H]1C[C@@H]1C(=O)O | x | 27.4% | -29.8%
CC1CC(C)(C)NC(=S)N1CCC(=O)N1CCN(c2ccccc2)CC1 (stereo unspecified) | 3.2% | 19.0% | 4.4%
CC1CN(S(=O)(=O)c2cccc(C(=O)N(CCc3ccccc3)Cc3ccccc3)c2)CC(C)O1 (stereo unspecified) | 0.0% | 19.0% | 7.31µM*
CCCN(C(=O)c1cccs1)c1nnc(-c2ccncc2)s1 | -3.7% | 8.1% | -24.1%
CC1CCCN(CC(O)COc2ccc3c(c2)OCO3)C1 (stereo unspecified) | -9.0% | -19.8% | 18.4%
CC(=O)c1ccc(N2C(=O)C3C4C=CC(CC4)C3C2=O)cc1 (stereo unspecified) | -11.8% | -22.3% | 0.4%
COc1ccccc1NC(=O)c1c(NCc2ccc(C)o2)sc2c1CCC(C)C2 (stereo unspecified) | -1.0% | x | 18.4µM*
Cc1ccc(C)c(C(=O)Nc2cc(C)nn2-c2nc(C)cc(C)n2)c1 | 1.5% | -0.1% | 3.26µM*
CCN(CC)C(=O)C(=O)c1cccn1-c1cccc(-n2cccc2C(=O)C(=O)N(CC)CC)c1C#N | -3.0% | -0.5%[12.8 µM] | u

Entries of single compounds from above. Values in the order: FEN1 inhibitor | N370S GC mod | TDP1 cell CPT
`Cc1ccc(C)c(C(=O)Nc2cc(C)nn2-c2nc(C)cc(C)n2)c1` as listed: 1.5% | -0.1% | 3.26µM*
`COc1ccccc1NC(=O)c1c(NCc2ccc(C)o2)sc2c1CCC(C)C2` (stereo unspecified) as listed: -1.0% | x | 18.4µM*

4 compounds from above, ordered by formula weight, low to high.
SMILES | FEN1 inhibitor | N370S GC mod | TDP1 cell CPT
CC1CCCN(CC(O)COc2ccc3c(c2)OCO3)C1 (stereo unspecified) | -9.0% | -19.8% | 18.4%
CC(=O)c1ccc(N2C(=O)C3C4C=CC(CC4)C3C2=O)cc1 (stereo unspecified) | -11.8% | -22.3% | 0.4%
N=c1n(CC(=O)c2ccc([N+](=O)[O-])cc2)c2ccccc2n1Cc1ccccc1Cl | 0.7% | -4.1% | 2.91µM*
COc1ccc(-c2cc(C(F)(F)F)c(C#N)c(SCC(=O)Nc3cccc(C)c3)n2)cc1 | 3.6% | x | -5.9%

Additional compounds.
SMILES | FEN1 inhibitor | N370S GC mod | TDP1 cell CPT
CCN(CC)CCn1c2c(c(SCC(=O)Nc3cccc(C(F)(F)F)c3)nc1=O)CCC2 | 15.8% | x | u
CCCOc1ccc(/C=N/NC(=O)CN(c2ccc(OCC)cc2)S(C)(=O)=O)cc1 | 3.3% | 12.1% | -5.5%
CCSc1nnc(NC(=O)CCc2ccc(OC)cc2)s1 | -0.6% | 7.6% | -27.5%
NC(=O)N1CCC2(CC1)NC(=O)N(c1ccccc1)N2 | 10.0% | -3.0% | 27.9%
Cn1c(=O)c2c(nc3n2CC(COc2ccc(Cl)cc2)O3)n(C)c1=O (stereo unspecified) | 3.2% | -1.2% | u
OCC1(Cc2ccccc2C(F)(F)F)CCN(Cc2ccc3c(c2)CCO3)CC1 | 0.4% | -27.3% | -1.7%
COc1ccc(C(=O)NNC(=O)CSc2nnc(C)n2C)cc1 | 6.6% | 10.7% | -8.4%
Cc1ccn2cc(CCNC(=O)C3CCCCC3)nc2c1 | -10.8% | 10.9% | 14.7%
Nc1c(C(=O)Nc2ccccc2F)sc2nc(-c3cccnc3)ccc12 | 0.6% | -0.6% | 0.4%
CC(=O)c1ccc(S(=O)(=O)N(CC(=O)NC2CC2)Cc2ccc(F)cc2)cc1 | -0.2% | -13.0% | -4.9%
O=C1CCC(C(=O)Nc2cc(C(F)(F)F)ccc2-n2cncn2)=NN1 | 15.1% | -19.0% | -4.4%
CC(/C=C/c1ccccc1)=N/NC(=O)c1nc2nc(C)cc(C)n2n1 | -2.0% | -0.8% | -6.8%
COc1cccc(CN2CCN(C(=O)c3cc(-c4cccnc4)nc4ccc(C)cc34)CC2)c1 | -4.9% | -21.5% | 23.1µM*
Cc1ccc(C(=O)Cn2c(=N)n(N)c3ccccc32)cc1 | -0.1% | u | u
CC1=C(C(=O)Nc2ccccc2F)C(c2ccsc2)C2=C(CC(c3ccccc3)CC2=O)N1 (stereo unspecified) | 9.8% | 8.4% | 25.9µM*
O=c1[nH]c(=S)[nH]c2c1C(c1ccc(Br)cc1)c1c([nH]c(=S)[nH]c1=O)O2 | 17.8µM* | -2.7% | -1.1%
N#CCSc1nnc(SCC#N)s1 | -6.1% | -8.9% | -2.9%
CCN1C(=O)N[C@@H](c2ccc(Br)cc2)C(C(=O)OC)=C1C | -6.0% | -5.2%&11.0% | u
Nc1c(N)c2ccccc2oc1=O | 6.0% | -7.2% | -17.0%
COc1nonc1NC(=O)CSc1nc2ccccc2[nH]1 | -1.7% | 9.7% | -28.9%
CCN(CC)CCCNC(=O)c1cc(-c2cccc(Cl)c2)on1 | 1.3% | -22.5% | u
CCOc1ccccc1NC(=O)N1CCN(Cc2cc(=O)n3nc(-c4ccc(C)cc4)sc3n2)CC1 | -11.4% | x | -6.1%
CC1(C)CC(=O)C2=C(C1)Nc1ccccc1NC2c1ccc2c(c1)OCO2 (stereo unspecified) | -4.4% | 4.7% | -24.4%
COCCN(C(=O)Cc1ccc(S(=O)(=O)N2CCOCC2)s1)c1c(N)n(CC(C)C)c(=O)[nH]c1=O | -12.4% | x | 7.2%
Cc1cccc(NCCC(=O)c2ccc(Br)cc2)c1 | 1.5% | -4.1% | 23.1µM*
Cc1ncc(CO)c2c1Oc1nc(-c3ccccc3)nc(SCC(=O)Nc3cccc(O)c3)c1C2 | 4.7% | 10.6% | u
CCOC(=O)c1cc(CC)sc1NC(=O)COC(=O)c1ccccn1 | -5.3% | 7.4% | -13.4%
CCOc1ccc(S(=O)(=O)N2CCCCC2)cc1NC(=O)CN1CCCC1c1cccs1 (stereo unspecified) | 2.3% | x | 3.66µM*
Brc1ccc(-c2ccc(CNCCSc3nnnn3-c3ccccc3)o2)cc1 | -0.9% | x | u
CN(C)S(=O)(=O)N1CCC(Oc2ccc(C(=O)NC3CCCCC3)cc2)CC1 | -10.5% | 6.2% | -32.3%

Grouped by structure, the entries above containing an NH in an aromatic ring.
SMILES | FEN1 inhibitor | N370S GC mod | TDP1 cell CPT
COc1ccc(CNC(=O)c2cc(-c3ccc(OC)cc3)nc3n[nH]c(-c4cccc([N+](=O)[O-])c4)c23)cc1 | -2.2% | x | -4.3%
O=c1[nH]c(=S)[nH]c2c1C(c1ccc(Br)cc1)c1c([nH]c(=S)[nH]c1=O)O2 | 17.8µM* | -2.7% | -1.1%
COc1nonc1NC(=O)CSc1nc2ccccc2[nH]1 | -1.7% | 9.7% | -28.9%
COCCN(C(=O)Cc1ccc(S(=O)(=O)N2CCOCC2)s1)c1c(N)n(CC(C)C)c(=O)[nH]c1=O | -12.4% | x | 7.2%

Quoted at random: 3 entries already listed
SMILES | FEN1 inhibitor | N370S GC mod | TDP1 cell CPT
O=C1CCC(C(=O)Nc2cc(C(F)(F)F)ccc2-n2cncn2)=NN1 | 15.1% | -19.0% | -4.4%
O=c1[nH]c(=S)[nH]c2c1C(c1ccc(Br)cc1)c1c([nH]c(=S)[nH]c1=O)O2 | 17.8µM* | -2.7% | -1.1%
CC1=C(C(=O)Nc2ccccc2F)C(c2ccsc2)C2=C(CC(c3ccccc3)CC2=O)N1 (stereo unspecified) | 9.8% | 8.4% | 25.9µM*
